OXTR ag = activates the human oxytocin receptor | P30559 | CHO-OTR cells, Fluo-8 calcium fluorescence; normalized: DMSO 0%, oxytocin 100% | activation, % at 3 µM | actives 0.32% (n = 320,000);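 active means activation above the mean of all tested compounds plus 3 SD, cutoff set per screening run, cut at about 20% in these data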;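 further: peak over basal fluorescence ratio from a 100 s FLIPR kinetic read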
GPR7 antagonist = blocks human GPR7 receptor signaling; actives 1.1% (n = 290,000); inhibition, % at 4.4 µM; GPR7-expressing cells, fluorescence antagonist assay; in the data active means inhibition above about 16%, passing the limit was not always enough;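 further: cells stimulated with the agonist NPW; 0% = agonist with vehicle and 100% = vehicle without agonist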
Target sequence (P48145 whole entry, looked up): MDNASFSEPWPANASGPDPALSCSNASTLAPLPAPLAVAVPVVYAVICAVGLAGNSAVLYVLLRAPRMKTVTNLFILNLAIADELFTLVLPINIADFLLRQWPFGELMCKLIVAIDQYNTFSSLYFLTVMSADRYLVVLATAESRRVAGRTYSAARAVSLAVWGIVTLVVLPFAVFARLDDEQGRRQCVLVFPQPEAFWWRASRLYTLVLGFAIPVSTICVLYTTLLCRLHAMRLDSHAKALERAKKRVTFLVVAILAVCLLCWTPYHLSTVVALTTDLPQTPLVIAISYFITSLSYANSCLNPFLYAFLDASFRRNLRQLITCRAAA
OXTR potentiator = human OXTR potentiation; CHO-OTR cells, Fluo-8 calcium fluorescence, potentiator mode; 0% = oxytocin EC15, 100% = EC100; actives 0.061% (n = 320,000); AID 2445; activation, % at 3 µM;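 active means activation above that plate's cutoff, the mean activation of tested compounds plus 3 SD, cut at about 6.6% in these data, passing the limit was not always enough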;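 further: 100% uses oxytocin at 75 nM as the full agonist control; some results filed as inactive read as strong as hits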
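System: human OTR in CHO cells; Also added: sub-maximal oxytocin, roughly EC15; Timing: compound 6 min at room temperature before oxytocin, 100 s read; Technique: Fluo-8 intracellular calcium fluorescence, ex 470-495, em 515-575 nm; Controls: oxytocin EC15 low and EC100 high; Replication: singlicate.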
V1R ag counter = activates human V1a receptor in oxytocin agonist counter-screen. P37288. CHO-V1R cells, Fluo-8 calcium fluorescence, agonist mode; 0% DMSO, 100% 3 nM vasopressin. activation, % at 3 µM. actives 0.25% (n = 320,000);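 active means activation above the mean activation of all tested compounds plus 3 SD, per screening run, cut at about 20% in these data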;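 further: signal is peak over basal fluorescence ratio across a 100 second FLIPR read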
Target sequence (P37288 whole entry, looked up): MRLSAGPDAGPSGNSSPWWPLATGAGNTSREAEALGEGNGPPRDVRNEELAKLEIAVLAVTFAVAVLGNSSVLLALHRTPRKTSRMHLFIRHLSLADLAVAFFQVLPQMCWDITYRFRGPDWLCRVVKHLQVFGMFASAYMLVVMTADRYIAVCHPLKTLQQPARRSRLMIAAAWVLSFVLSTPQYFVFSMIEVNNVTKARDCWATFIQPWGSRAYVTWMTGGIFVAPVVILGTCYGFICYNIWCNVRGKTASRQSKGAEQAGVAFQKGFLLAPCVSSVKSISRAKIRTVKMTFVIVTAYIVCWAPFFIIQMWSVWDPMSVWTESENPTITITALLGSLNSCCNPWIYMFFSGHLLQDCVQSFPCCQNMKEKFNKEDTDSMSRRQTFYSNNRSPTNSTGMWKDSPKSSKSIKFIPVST
CHO parental Ca = counter-screen: ATP calcium response change in parental CHO cells | actives 0.63% (n = 330,000) | AID 463079 | inhibition, % at 5.6 µM | parental CHO-K1, ATP-induced calcium, Fluo-8 fluorescence;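 active means inhibition above that plate's mean sample inhibition plus 3 SD, cut at about 26% in these data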;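 further: 0% = ATP-challenged DMSO wells and 100% = DMSO wells without ATP; some compounds past the cut are filed as inactive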
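material = parental CHO cells | also added = ATP as calcium-mobilizing challenge | dosing = single point at 5.6 µM | detection = intracellular calcium via Fluo-8 no-wash fluorescent dye | read-out = % inhibition | benchmarks = low control ATP plus DMSO, high control DMSO only | repeats = one well per compound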
CHO-K1 Ca antag = M1 antagonist counterscreen hit in parental CHO-K1 cells; ATP-induced calcium, Fluo-8 fluorescence; inhibition, % at 3 µM; actives 0.6% (n = 360,000);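 active means inhibition above a per-plate cutoff, the plate's mean sample inhibition plus 3 SD, cut at about 24% in these data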;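 further: 0% = DMSO plus EC80 ATP and 100% = DMSO alone without ATP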
CHO-K1 Ca PAM = nonselective activator or artifact in parental CHO-K1 calcium assay | ATP EC20, Fluo-8 calcium fluorescence; 0% at ATP EC20, 100% at ATP max | activation, % at 3 µM | actives 0.02% (n = 360,000) | AID 602247;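 active means activation above the run cutoff, the mean activation of all test compounds plus 3 SD, cut at about 40% in these data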;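 further: peak over basal fluorescence ratio in a 140 s read after ATP addition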
CHO-K1 Ca ag = counter-screen for M1 agonists: effect in parental CHO-K1 cells | activation, % at 3 µM | actives 0.48% (n = 360,000) | AID 602248 | Fluo-8 calcium fluorescence; scaled to maximal ATP response, vehicle zero; in the data active means activation above about 15%;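 further: untransfected CHO-K1 host cells lacking M1 receptor as counterscreen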
TAAR1 antag = antagonists of human TAAR1; Q96RJ0; CHO RD-HGA16 TAAR1, Fluo-8 calcium fluorescence, antagonist; inhibition, % at 3 µM; actives 1.5% (n = 360,000);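 active means inhibition above a per-plate cutoff, the mean inhibition of test compounds on that plate plus 3 SD, cut at about 49% in these data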;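 further: 0% = DMSO plus EC80 beta-PEA response and 100% = DMSO alone without agonist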
Target sequence (Q96RJ0 whole entry, looked up): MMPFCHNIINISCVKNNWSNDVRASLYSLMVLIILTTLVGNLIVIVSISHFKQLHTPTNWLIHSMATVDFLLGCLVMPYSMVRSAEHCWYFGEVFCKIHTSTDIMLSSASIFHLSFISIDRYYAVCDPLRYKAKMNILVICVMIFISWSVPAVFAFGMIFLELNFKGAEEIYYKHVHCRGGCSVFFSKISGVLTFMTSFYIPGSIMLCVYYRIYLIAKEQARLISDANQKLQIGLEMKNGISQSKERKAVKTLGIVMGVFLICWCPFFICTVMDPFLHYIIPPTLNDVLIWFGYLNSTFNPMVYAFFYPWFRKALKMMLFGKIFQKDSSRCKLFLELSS
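Test system: CHO RD-HGA16 cells bearing hTAAR1 | Reagent: β-PEA, EC80 | Compound dosing: 3 µM, single point | Schedule: Dye loading 75 min at 37 °C, then 30 min room temperature | Signal: Calcium fluorescence with Fluo-8 | Evaluation: Percent inhibition of PEA-evoked calcium signal, max/basal emission ratio | Control set: DMSO-only wells and EC80 β-PEA-stimulated wells | Repeats: Singlicate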
* marks the source's active call; other numbers are inactive results; / = not tested or not shown; & = joins results of further samples.

Start of the data: the first 3 compounds, ahead of the listing:
SMILES	OXTR ag	GPR7 antagonist	OXTR potentiator	V1R ag counter	CHO parental Ca	CHO-K1 Ca antag	CHO-K1 Ca PAM	CHO-K1 Ca ag	TAAR1 antag
CCCn1c(C(C)Nc2nc(-c3ccc(C)cc3)cs2)nc2ccccc21 (stereo not drawn)	-1.1	-13	-2	0.0	-36	-13	14	-0.9	-6
Cc1cccc(N2CCN(Cc3cnc(Cl)s3)CC2C)c1 (stereo not drawn)	-2.5	7	-11	0.0	-7	-8	2	0.0	1
CCOCCc1nnc(NC(=O)Cc2c(F)cccc2Cl)s1	2.6	0	5	2.7	0	-18	15	2.3	-3

The list itself, from the start:
SMILES	OXTR ag	GPR7 antagonist	OXTR potentiator	V1R ag counter	CHO parental Ca	CHO-K1 Ca antag	CHO-K1 Ca PAM	CHO-K1 Ca ag	TAAR1 antag
CCCn1c(C(C)Nc2nc(-c3ccc(C)cc3)cs2)nc2ccccc21 (stereo not drawn)	-1.1	-13	-2	0.0	-36	-13	14	-0.9	-6
Cc1cccc(N2CCN(Cc3cnc(Cl)s3)CC2C)c1 (stereo not drawn)	-2.5	7	-11	0.0	-7	-8	2	0.0	1
CCOCCc1nnc(NC(=O)Cc2c(F)cccc2Cl)s1	2.6	0	5	2.7	0	-18	15	2.3	-3
CC(C)(C)c1ccc(C(=O)Nc2ccc(Cl)cc2)cc1	0.4	-13	-2	1.3	-13	-16	24	-0.1	11
COc1cccc(N2CCN(C(=O)c3c(C)nn(-c4ccccc4)c3C)CC2)c1	2.1	-7	-9	2.7	-1	-19	1	5.0	-1
C#CCSc1nnc(-c2ccc(OC)cc2)o1	0.5	1	3	-0.8	-8	-1	11	-0.1	-16
CC(C)C(=O)NNc1nc2ccccc2s1	-0.9	3	-5	0.8	-5	-25	7	2.1	-22
Cc1ccc2cc(NC(=O)CC(CC(=O)O)c3ccccc3)ccc2n1 (stereo not drawn)	0.5	-17	-3	1.0	-5	2	-1	0.4	1
CC(C)c1ccc2occ(-c3nn[nH]n3)c(=O)c2c1	0.8	0	-4	1.6	-9	-4	17	1.9	-6
Cc1ccc(C(=O)NCc2nnc(SCC(=O)Nc3sc4c(c3C#N)CCCC4)n2C)cc1	-2.7	-9	-5	-1.4	-18	-12	20	-0.2	-22
COc1ccc(Cl)cc1S(=O)(=O)N(C)CC(=O)NCc1ccccn1	0.4	4	-3	0.8	-18	-11	34	0.9	-17
C/C(N)=C(/C#N)C(=O)COC(=O)C1Cc2ccccc2CN1S(C)(=O)=O (stereo not drawn)	0.7	-7	-8	1.7	0	-5&1	19&9	-0.6&0.8	8&-2
NS(=O)(=O)c1ccc(N2N=C(c3ccccc3)CC2c2cccc(Br)c2)cc1 (stereo not drawn)	/	/	/	/	-21	-5	6	0.2	7
Cc1cc(C)cc(NC(=O)N2CCCC2C(=O)Nc2ccc(-n3cnnn3)c(C)c2)c1 (stereo not drawn)	-1.0	-11	-4	-0.2	-8	-4	2	-0.2	11
COCCN(C(=O)COC(=O)C1COc2ccccc2O1)c1c(N)n(Cc2ccccc2)c(=O)[nH]c1=O (stereo not drawn)	0.6	/	-4	-0.6	-5	1	-4	-0.2	-1
C#Cc1ccc(C(=O)Nc2ccc(N3CCC(C)CC3)c(C(N)=O)c2)cc1	-1.0	-5	-4	-1.4	-2	-7	7	-0.5	-18
Cc1ccc(-c2nc(CS(=O)CC(=O)NCc3ccccc3)c(C)o2)cc1 (stereo not drawn)	-1.0	8	-2	-0.7	-12	-20	23	-0.3	-13
OC(CNCCc1ccc(Cl)cc1)COc1ccc2ccccc2c1 (stereo not drawn)	/	12	/	/	/	4	-3	0.1	13
NS(=O)(=O)c1ccc(NC(=O)CN2CCN(S(=O)(=O)c3ccc(F)cc3)CC2)cc1	0.3	-6	-5	0.4	-2	3	9	13	-1
O=C(NC1CCCC1)c1ccccc1-c1ccccc1	-0.9	-10	0	0.5	-10	-14	25	0.6	-7
C=CCc1cccc2cc(C(=O)N3CCN(C(=O)c4ccco4)CC3)c(=O)oc12	0.6	-10	-2	0.8	-26	-8	6	0.7	6
COc1ccc(/C=N/NC(=O)c2c(C)nnn2-c2nonc2N)cc1OC	0.3	-10	-9	-1.0	0	-9	9	-0.2	10
NS(=O)(=O)c1ccc(C(=O)Nc2ccc(-c3nc4cccnc4s3)cc2)cc1	0.4	7	0	0.6	6	-3	-14	0.6	0
CCc1nccn1S(=O)(=O)c1cc(Br)ccc1OC	-1.0	5	-9	0.8	0	-1	7	0.3	-8
COCCN(CC(=O)Nc1cccc(C)c1C)C(=O)c1cc(S(=O)(=O)N2CCCC2)ccc1C	-0.7	/	-4	0.4	-15	-8	18	0.1	-10
Cc1ccc(C(=O)Nc2cc(Cl)ccc2N2CCCCC2)s1	-1.4	13	2	0.5	-14	-10	15	0.9	-9
Nc1nc2c(ncn2[C@@H]2O[C@H](CNS(=O)(=O)N3CCc4ccccc4C3)[C@@H](O)[C@H]2O)c(=O)[nH]1	/	/	/	/	/	-8	-9	-0.1	-4
CC12CCC(C(=NO)C1=O)C2(C)C (stereo not drawn)	/	/	/	/	/	-13	18	1.1	-15
Cc1cc(NC(=O)c2ccc3c(c2)OCCO3)ccc1NC(=O)c1ccco1	-0.8	-5	-1	1.0	9	-9	18	1.1	-7
Cc1nnc(NC(=O)c2sc3nc(-c4cccs4)cc(C(F)(F)F)c3c2N)s1	98*	5	-13	44*	42*	22	1	20*	89*
O=c1cc(O)nc(SCc2ccccc2)n1-c1ccc(F)cc1	-0.6	0	-10	0.0	-7	-7	-8	-0.1	9
COc1ccc(-c2nc(CS(=O)CC(=O)NCCCN3CCOCC3)c(C)o2)cc1OC (stereo not drawn)	0.6	4	-4	-0.5	-24	1	13	-0.4	-10
COc1ccc(CC(=O)Nc2cccc(-c3nnc(-c4cccc(C)c4)o3)c2)cc1OC	9.2	-8	-29	11	94*	5	4	7.3	78*
O=c1c2sccc2nc(SCc2ccc([N+](=O)[O-])cc2)n1Cc1ccccn1	-2.0	12	-7	-0.1	-2	9	-8	0.1	21
CCCC(C)NC(=O)c1cc(C(=O)OC)cc([N+](=O)[O-])c1 (stereo not drawn)	-0.6	-3	-10	-0.8	-3	1	-4	0.0	-11
CCCCCCNC(=O)c1cccc(-c2ccc(C)c3ccccc23)n1	0.5	-13	-6	0.5	-37	-1	14	-0.3	-16
COc1ccc(-c2cn(CCCOCc3ccccc3)nn2)cc1	-0.9	3	-8	2.3	-10	-2	-12	1.8	-1
O=C(COC(=O)CCN1C(=O)C2CC=CCC2C1=O)Nc1ccc(Cl)cc1F (stereo not drawn)	1.8	/	-2	1.5	-10	-12	-7	0.5	-1
CC(=O)c1c(C)[nH]c(C(=O)N2CCN(C(=O)c3ccco3)CC2)c1C	0.9	-13	-7	0.6	-4	-1	0	0.2	-2
CC(=O)n1cc([C@@H]2C=C(C(=O)N3CCOCC3)O[C@H](OCc3ccc(CO)cc3)C2)c2ccccc21	2.6	-1	-5	2.6	-11	-19	15	1.5	16
Cc1ccc(S(=O)(=O)N2C[C@@]3(O)Cn4c(=O)ccc(=O)n4C[C@@]3(OC(=O)NCc3ccccc3F)C2)cc1	/	/	/	/	/	-11	14	1.4	-3
COc1ccccc1NC(=O)N(Cc1ccc2c(c1)OCO2)Cc1nc2ccccc2c(=O)[nH]1	-0.6	-16	-11	0.9	-17	2	11	1.7	9
COc1cccc(CN(C)CCCn2cnc3c(OC)ncnc32)c1	/	/	/	/	/	-3	6	0.4	-4
CCCN(Cc1nnc(-c2ccccc2Cl)o1)C(=O)c1ccc(C)c(S(=O)(=O)N2CCOCC2)c1	-1.3	/	-11	2.8	-38	4	3	2.9	-4
Brc1cc(-c2ccccc2)nc(-c2ccccc2)n1	-0.8	/	0	-0.6	-17	-13	25	1.8	-28
O=C(COC(=O)Cc1cccc(F)c1)NCCc1ccccc1	-0.8	/	5	0.4	-9	15	-13	-0.6	27
Cc1cccc2cc(=O)[nH]c(C)c12	0.4	-14	2	0.7	-10	5	-5	-0.1	-16
O=C(NCCOc1ccccc1F)Nc1ccc(Br)cc1	-0.6	-2	-13	3.9	12	-6	6	8.9	6
O=C(NCC1CCCO1)Nc1cc(Cl)cc(Cl)c1 (stereo not drawn)	2.6	-11	-12	3.0	2	25*	-7	1.3	15
CCOC(=O)Cc1csc(NC(=O)Cc2ccccc2)n1	-0.7	2	-7	-0.7	-20	-4	5	1.0	9
CCCn1c(N)cc(=O)n(C)c1=O	0.1	-2	-20	0.0	-12	-6	2	-0.5	5
CC(C)CC(NC(=O)C1CCC(C)CC1)C(=O)NCc1ccco1 (stereo not drawn)	0.4	-24	-1	-0.6	-5	-13	20	0.6	-21
CCNC(=O)C1CCCN1C(=O)C(CCCN=C(N)N)NC(=O)C(CC(C)C)NC(=O)C(Cc1cn(Cc2ccccc2)cn1)NC(=O)C(Cc1ccc(O)cc1)NC(=O)C(CO)NC(=O)C(Cc1c[nH]c2ccccc12)NC(=O)C(Cc1cnc[nH]1)NC(=O)C1CCC(=O)N1 (stereo not drawn)	-1.3	5	-4	3.8	1	-6	-3	0.2	/
Cc1ccc(S(=O)(=O)N(C(=O)c2ccncc2)c2ccc(OC(=O)c3ccncc3)cc2)cc1	-0.8	-1	1	0.7	-1	11	-7	0.0	-9
Cc1c(NC(=S)N2CCN(c3cccc(Cl)c3)CC2)c(=O)n(-c2ccccc2)n1C	-0.1	7	-3	2.2	-22	-5	11	0.4	13
Cc1ccc(Cl)cc1NC(=O)c1cc(NC(=O)C2CCCCC2C(=O)O)ccc1N1CCOCC1 (stereo not drawn)	-1.1	-15	-10	-0.1	-18	-13	7	1.0	-11
Cc1ccc(SCc2nc(-c3cccnc3)no2)cc1	3.7	16	-13	2.1	-23	-17	16	1.7	4
CNC(=S)N/N=C(\C)c1ccc(C)c(C)c1	-2.1	2	-11	-1.2	-7	8	-5	-0.1	3
CCOC(=O)C1(CCCc2ccccc2)CCN(C(=O)C2CCCO2)CC1 (stereo not drawn)	1.4	-5	-16	0.6	-10	1	-11	1.2	-6
O=C(Cn1c(=O)oc2ccccc21)NCc1ccco1	0.8	18*	-15	0.5	4	0	-1	0.1	-19
CCN1C(=O)[C@H]2[C@@H](c3ccc(OC)cc3)N3C(=O)CN(CC4CC4)C(=O)[C@@]3(C)[C@H]2C1=O	0.5	-7	-1	1.2	-21	-2	11	0.5	-12
CC(c1ccon1)N(C)Cc1c(C(=O)N(C)Cc2ccccc2)nc2ccccn12 (stereo not drawn)	0.4	9	-3	1.0	-26	-13	4	3.4	-2
O=C(NCCOc1ccc(Cl)cc1)c1ccc2ccccc2n1	-1.6	-6	-2	0.5	-23	-12	23	0.6	-31

Not a hit list (roughly 3.5% active in at least one column).
